Screening data: PubChem, National Center for Advancing Translational Sciences (NCATS)
FUS yeast rescue = FUS proteinopathy suppression in yeast; S. cerevisiae FUS-expressing, growth rescue, OD600, 24 h; Potency, µM (titrated, usually from 76.6 µM), inactives show at the top dose growth rescue (activation), usual class: activators; 390,000 compounds, 0.24% hits; AID 1347120;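 also: potency is read from the fitted curve at half-maximal effect; plate controls were DMSO vehicle for no effect and reference control for full effect; nearly all actives have a fitted effect of over 55% in size; some results filed as inactive show a strong effect at the top dose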
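Absorbance at 600 nm, taken 24hr after compound addition, measured rescue of FUS-yeast growth at 30C. Induction used 2% galactose with seeding at OD 0.005. Controls: CP55940 from 92uM final, DMSO only.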
IL-2 act = activates IL-2 in a cell-based reporter assay; IL-2 activation reporter assay, cell-based qHTS; stimulated with anti-CD3/CD4/CD28 beads; in transgenic mouse T cells; 360,000 compounds, 0.065% hits; activation, % (series mostly up to about 46 µM); AID 652025; in the data active = activation above about 50%; inconclusive = mostly about 30% to 49%; also: 0% is about no effect
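Quantitative HTS in unstimulated transgenic mouse T cells, with memory T cells as non-tolerant control and PMA/ionomycin as tolerance-bypass control. Compound pretreatment lasted 60 minutes before 18 h bead stimulation; EGFP/DsRed fluorescence read.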
PI5P4Ka inh = inhibitors of human PI5P4K alpha; P48426; PI5P4Kalpha enzyme, ADP-Glo luminescence, 60 min; stronger effect = lower value; max response, %; 330,000 compounds, 1.2% hits; active = max response of -50% or lower; inconclusive = between -30% and -50%; inactive = -30% or higher; also: value at the top dose of about 77 µM; % is scaled to controls: 0 for no effect and ±100 for the full control effect
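ADP-Glo luminescence end-point read after a 60 min room-temperature kinase reaction of PI5P4Kalpha plus substrate, initiated with ATP at 5 microM final. Buffer: 0.038 M HEPES pH 7.4, EGTA, 0.1% CHAPS, 5% DMSO.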
EPAC1 antag = blocks human EPAC1 exchange factor; 360,000 compounds, 0.14% hits; O95398; AID 720709; Potency, µM (doses to about 115 µM), for inactives: at the highest dose activity change, negative = inhibition, usual class: inhibitors; EPAC1 GEF assay, Rap1b-BODIPY-GDP exchange fluorescence;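 also: potency is read from the fitted curve at half-maximal effect; plate controls were vehicle for no effect and positive control for full effect; nearly all actives have a fitted effect of over 50% in size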
aSyn yeast inh = alpha-synuclein toxicity inhibition in yeast. Yeast expressing alpha-synuclein, growth rescue, BacTiter-Glo, 24 h. Potency, µM (doses to about 46.1 µM), without a hit: top-dose growth rescue (activation), usual class: activators. 370,000 compounds, 0.14% hits; also: potency is read from the fitted curve at half-maximal effect; % of control where 0% means no effect; nearly all actives have a fitted effect of over 65% in size
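Rescue of yeast growth: cells expressing toxic alpha-synuclein, induced in galactose at OD600 0.02, incubated with compound 24 h at 30 C. ATP luminescence quantified growth; inhibitors of toxicity appear as activators.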
PLK1 PBD inh = PLK1 (human) polo-box domain binding inhibition; 360,000 compounds, 2.8% hits; Potency, µM, for the others: max response, negative = inhibition, hits mostly inhibitors; AID 720504; Plk1 PBD binding of FITC phosphopeptide, fluorescence polarization; P53350; also: potency is read from the fitted curve at half-maximal effect; series mostly up to about 57 µM; % is scaled to controls: 0 for no effect and ±100 for the full control effect; nearly all actives have a fitted effect of over 65% in size
Abeta rescue = restores growth of yeast expressing A-beta42 peptide; yeast expressing A-beta42, growth rescue, OD600, 48 h; response scale: 0% DMSO, 100% iron-clioquinol control; Potency, µM (series often up to 46.1 µM), for the others: top-dose growth rescue, hits mostly activators; 410,000 compounds, 0.063% hits; AID 1347071; also: potency is read from the fitted curve at half-maximal effect; nearly all actives have a fitted effect of over 55% in size
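Growth rescue measured by 600 nm absorbance after 48 h yeast culture at 30 C with compound. Values normalized between DMSO and an equimolar ferric chloride plus clioquinol control.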
WRN helicase inh = blocks human WRN helicase. WRN helicase unwinding, fluorescent forked duplex, kinetic. Q14191. 360,000 compounds, 0.46% hits. Potency, µM (doses to about 114 µM), without a hit: at the highest dose activity change, negative = inhibition, actives largely listed as inhibitors; also: potency is read from the fitted curve at half-maximal effect; % is scaled to controls: 0 for no effect and ±100 for the full control effect; nearly all actives have a fitted effect of over 55% in size
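WRN at 20 nM final was preincubated with compound for 15 min at room temperature; reaction started with 100 nM forked duplex oligonucleotide carrying fluorophore and quencher plus 2 mM ATP (final). Unwinding followed kinetically by red fluorescence (ex 525/em 598 nm).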
EPAC1 agonist = activates human EPAC1 exchange factor | O95398 | Potency, µM (top dose mostly 154 µM), without a hit: at the top dose activation, usual class: activators | 360,000 compounds, 0.073% hits | EPAC1 agonist qHTS, biochemical assay; response scale: 100% = response to 6.5 mM cAMP | AID 720707; also: potency is read from the fitted curve at half-maximal effect; nearly all actives have a fitted effect of over 60% in size
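Multi-concentration qHTS readout: loss of Rap1B-bound BODIPY-GDP fluorescence driven by 100 nM EPAC1 with excess GDP (50 uM), monitored kinetically at room temperature; agonist response expressed relative to 6.5 mM cAMP.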
Numbers without * were called inactive; ? = inconclusive; nt = not tested or not shown; & = joins results of further samples; [ ] = another dose, or the depositor's remark. Unless noted, calls follow the shape of the dose curve; as a rule, active = well fitted curve in the direction sought with a large enough effect; inconclusive = small, poorly fitted or top-dose-only effect, or another doubt; inactive = no such curve, though single readings can be large; an effect the other way counts as inactive or inconclusive.

SMILES	FUS yeast rescue	IL-2 act	PI5P4Ka inh	EPAC1 antag	aSyn yeast inh	PLK1 PBD inh	Abeta rescue	WRN helicase inh	EPAC1 agonist
CC(C)c1ccc(NC(=O)c2n[nH]c(=O)c3ccccc23)cc1	-7%	0.5	-1	13%	4%	0%	15%	5%	-2%
CC1=CC(C)(C)N(C(=O)CCl)c2ccccc21	-34%	-0.8	1	-9%	9%	-7%	2%	-10%	1%
Cc1cc(C(F)(F)F)c(C#N)c(Sc2ccccc2)n1	-12%	0.2	3	-7%	0%	-1%	12%	-2%	2%
O=C(Nc1ccccc1C(=O)O)c1cc(S(=O)(=O)NCc2ccccc2)ccc1Cl	13%	0.5	?	-29%	3%	-2%	1%	-9%	-5%
COC(=O)c1ccc(OCC(=O)c2ccccc2OC)cc1	4%	1.9	1	11%	0%	3%	-1%	6%	9%
Nc1nnc(SCCN2C(=O)c3ccccc3C2=O)s1	6%	0.1	nt	-2%	2%	0%	-6%	-10%	2%
Cc1[nH]c2c(C)cccc2c(=O)c1CN1CCCCCC1	-13%	1.8	-4	10%	3%	-4%	-17%	3%	-2%
O=C(/C=C/c1cccs1)c1ccc(NC(=O)c2ccccc2F)cc1	nt	0.5	1	12%	14%	-3%	-1%	5%	6%
C/C(=N\NC(=O)COc1cccc(Cl)c1)c1ccc2c(c1)OCCO2	-8%	0.3	-1	3%	-6%	4%	6%	-1%	-6%
COc1ccc(/C=C2\SC(=S)N(CCC(=O)N3CCCCC3CCO)C2=O)cc1 (stereo unspecified)	37%	-1.8	-6	?	8%	-22%	4%	-30%	3%
CCCCn1c2nc3ccccc3nc2c2c(=O)n(CC(C)C)cnc21	-7%	-3.2	0	-5%	20%	-11%	-1%	0%	2%
CC1CCCC(NC(=O)COC(=O)/C=C/c2ccco2)C1C (stereo unspecified)	-4%	-0.4	-8	1%	8%	-10%	4%	-4%	9%
COc1ccc(C(=O)Nc2nc3nccc(-c4ccccc4)n3n2)cc1	nt	-4.0	-1	-1%	-5%	-1%	-8%	-6%	-6%
COc1ccc(/C=C2\N=C(SC)SC2=O)cc1OC	-49%	-4.3	16	-1%	2%	3%	8%[9.22 µM]	-1%	-4%
O=C(NNC(=O)c1ccccc1F)c1cccc(Cl)c1	22%	1.0	nt	1%	-2%	-14%	15%	-1%	9%
Cc1cc(=O)oc2c(N)nccc12	-10%	-0.2	-7	?	-12%	-9%	-6%	13%	2%
COC(=O)c1c(F)c(F)c(NCCO)c(F)c1F	-4%	-0.8	nt	-8%	-5%	-2%	12%	-4%	0%
CCCn1c(N)c(N(CCOC)C(=O)c2ccc(C#N)cc2)c(=O)[nH]c1=O	23%	0.2	4	6%	-4%	-3%	-20%	-4%	-6%
O=C(O)c1cccc(-c2csc(C(O)c3ccc(F)c(F)c3)n2)c1 (stereo unspecified)	-11%	0.3	-3	-7%	-3%	-5%	-3%	-1%	8%
COc1ccc(OC)c(CN2CCCC(CO)C2)c1 (stereo unspecified)	4%	0.0	nt	10%	-2%	-6%	-7%	-29%	5%
O=C(Nn1cnnc1)c1cc(Cl)ccc1Cl	-11%	-0.2	3	-2%	-5%	-4%	-12%	0%	3%
Cc1ccc(NC2CCCN(C(=O)CCC3(C)CC3)C2)cc1C (stereo unspecified)	18%	3.1	6	2%	-5%	1%	6%	-2%	-19%
Cc1ccccc1NS(=O)(=O)c1cc(S(C)(=O)=O)ccc1C	-11%	0.1	-4	6%	0%	-9%	14%	3%	4%
CC(CC(=O)NNC(=O)c1ccncc1)c1ccccc1 (stereo unspecified)	-11%	1.6	-1	-12%	5%	1%	10%	0%	8%
COc1ccc(S(=O)(=O)Nc2cccc3c2O[C@H](CN(C)S(=O)(=O)c2ccc(F)cc2)[C@H](C)CN([C@H](C)CO)C3=O)cc1	?	-2.1	6	-8%	0%	-3%	-9%	-1%	-13%

Continued, overlapping the part above by four compounds.
SMILES	FUS yeast rescue	IL-2 act	PI5P4Ka inh	EPAC1 antag	aSyn yeast inh	PLK1 PBD inh	Abeta rescue	WRN helicase inh	EPAC1 agonist
Cc1ccc(NC2CCCN(C(=O)CCC3(C)CC3)C2)cc1C (stereo unspecified)	18%	3.1	6	2%	-5%	1%	6%	-2%	-19%
Cc1ccccc1NS(=O)(=O)c1cc(S(C)(=O)=O)ccc1C	-11%	0.1	-4	6%	0%	-9%	14%	3%	4%
CC(CC(=O)NNC(=O)c1ccncc1)c1ccccc1 (stereo unspecified)	-11%	1.6	-1	-12%	5%	1%	10%	0%	8%
COc1ccc(S(=O)(=O)Nc2cccc3c2O[C@H](CN(C)S(=O)(=O)c2ccc(F)cc2)[C@H](C)CN([C@H](C)CO)C3=O)cc1	?	-2.1	6	-8%	0%	-3%	-9%	-1%	-13%
CCn1nc(C(=O)OCC(=O)c2c[nH]c3ccccc23)c2ccccc2c1=O	?	-2.3	nt	2%	-4%	3%	7%	-2%	15%
O=C(c1ccccc1)c1ccccn1	9%	-1.8	4	-5%	3%	-1%	2%	2%	-1%
CC(Sc1ccccc1F)C(=O)Nc1ccc2c(c1)OCCO2 (stereo unspecified)	nt	-4.5	-2	9%	12%	-11%	-8%	-16%	2%
CO[C@@H]1CN(C)C(=O)c2cc(NC(=O)NC3CCCCC3)ccc2OC[C@@H](C)N(CCc2ccccc2)C[C@H]1C	4%	-0.2	4	6%	0%	0%	0%	5%	-4%
O=c1cc(-c2ccco2)oc2ccccc12	-18%	0.3	0	-10%	19%	-5%	6%	5%	-2%
COc1ccc(NC(=O)CSc2nnc(N)s2)cc1	9%&0%	2.2	5	-10%	-2%	-3%	14%&1%	-3%	2%
CC1Cc2cc(S(=O)(=O)NCCC(=O)NCc3ccc(F)cc3)ccc2N1C(=O)C1CC1 (stereo unspecified)	16%	-2.4	1	-21%	2%	17%	11%	-5%	1%
O=C(COC(=O)c1ccco1)c1ccc(Cl)cc1	8%	0.1	2	-7%	-9%	-26%	-16%	-4%	1%
CCOc1ccc(C(=S)N2CCOCC2)cc1	-15%	-0.2	1	3%	1%	-6%	-2%	-1%	12%
CC(OC(=O)CC(NC(=O)c1ccccc1Cl)c1ccccc1)C(=O)Nc1cccc(Cl)c1Cl (stereo unspecified)	nt	-0.4	0	-6%	-4%	-3%	14%	-26%	10%
CC(=O)N1CCN(S(=O)(=O)c2cccc(C(=O)NC3CC3)c2)CC1	45%	-0.1	0	?	-4%	-6%	-19%	-11%	-2%
Cc1cccc(CN2C(=O)[C@@H]3Cc4c([nH]c5ccccc45)C(C)(C)N3C2=O)c1	42%	-0.3	nt	-25%	nt	nt	7.9µM*	nt	11%
CCN(CC)S(=O)(=O)c1cccc(C(=O)NCC(=O)OCC(=O)NCc2ccccc2)c1	6%	-0.2	3	0%	3%	1%	14%	0%	-7%
O=[N+]([O-])c1cnc2ccccc2c1	3%	-2.1	2	?	-3%	-14%	2%	7%	3%
C=CCN1C(=O)c2ccc(C(=O)OCC(=O)N3CCN(c4ccccc4)CC3)cc2C1=O	5%	3.9	-1	4%	1%	-7%	2%	2%	-5%
CC(C)CCN1CCN(Cc2nc3c(s2)CCCC3)CC1CCO (stereo unspecified)	14%	-0.5	2	6%	0%	-6%	2%	1%	-2%
CC(=O)Nc1nc(-c2ccc3c(c2)OCO3)cs1	2%	2.4	-5	3%	0%	-25%	-1%	-2%	-7%
O=C(NCCO)/C(=C/c1ccc(Br)cc1)NC(=O)c1cccs1	12%	0.1	nt	0%	-9%	-6%	11%	0%	5%
CCOC(=O)C1CCN(C(=O)c2cccc(N3C(=O)NC4CC3(C)Oc3ccc(C)cc34)c2)CC1 (stereo unspecified)	21%	-1.6	7	3%	2%	-5%	8%	-9%	9%
CCCNC(=O)CN(C)S(=O)(=O)c1ccc(F)cc1	nt	-2.0	1	-1%	-3%	-13%	-3%	9%	5%
Cc1cc(Cl)ccc1NC(=S)NCCN1CCOCC1	-17%	-0.9	1	-4%	-4%	-6%	2%	2%	3%
Cc1ccc2c(cnn2C(=O)CCC(=O)N2CCCCC2C)c1 (stereo unspecified)	5%	0.3	0	13%	4%	-9%	-18%	-1%	-6%

4 compounds from above with just aSyn yeast inh, Abeta rescue and EPAC1 antag.
structure | aSyn yeast inh | Abeta rescue | EPAC1 antag
CCOC(=O)C1CCN(C(=O)c2cccc(N3C(=O)NC4CC3(C)Oc3ccc(C)cc34)c2)CC1 (stereo unspecified) | 2% | 8% | 3%
CCCNC(=O)CN(C)S(=O)(=O)c1ccc(F)cc1 | -3% | -3% | -1%
Cc1cc(Cl)ccc1NC(=S)NCCN1CCOCC1 | -4% | 2% | -4%
Cc1ccc2c(cnn2C(=O)CCC(=O)N2CCCCC2C)c1 (stereo unspecified) | 4% | -18% | 13%

Three entries already listed, ordered by SMILES length, ascending.
SMILES	FUS yeast rescue	IL-2 act	PI5P4Ka inh	EPAC1 antag	aSyn yeast inh	PLK1 PBD inh	Abeta rescue	WRN helicase inh	EPAC1 agonist
COc1ccc(C(=O)Nc2nc3nccc(-c4ccccc4)n3n2)cc1	nt	-4.0	-1	-1%	-5%	-1%	-8%	-6%	-6%
CCn1nc(C(=O)OCC(=O)c2c[nH]c3ccccc23)c2ccccc2c1=O	?	-2.3	nt	2%	-4%	3%	7%	-2%	15%
C=CCN1C(=O)c2ccc(C(=O)OCC(=O)N3CCN(c4ccccc4)CC3)cc2C1=O	5%	3.9	-1	4%	1%	-7%	2%	2%	-5%
